Dynein transport = inhibitors of GR-EGFP nuclear translocation, primary screen, dynein cargo transport inhibitor project, imaging, high-content, 3617.4 mouse cells; AID 1381, 2008; 0.47% of 220,000 active; z-score, hits read low; test concentration mostly 20 µM; stimulated with dexamethasone, 1 µM; active compounds read low;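 active = plate z-score of nuclear minus cytoplasmic receptor signal below a set negative limit, without overly bright fluorescence or cell loss, cut at about -3.5 in these data, passing the limit was not always enough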;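 also: z-score of nuclear minus cytoplasmic ring GR-EGFP intensity difference per well; some compounds called inactive have numbers as strong as hits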
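Buffer or medium: tet-free, stripped-serum medium; reagent: dexamethasone at 1.0 µM final, 30 min; incubation: 48 h induction, 1 h compound, 30 min dex at 37 °C; measured by: formaldehyde fixation, Hoechst nuclear stain, 10x automated fluorescence imaging; read-out: nuclear-to-cytoplasmic GR-EGFP distribution per well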
MT stabilizer = microtubule stabilizers in HeLa cells, primary screen, imaging, high-content imaging. HeLa tubulin immunostaining HCS, 24 h; share of cells brighter than vehicle mean+2SD. % tubulin-high responders, % at 10 µM. 0.83% of 200,000 active. AID 2205, 2009;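 active = plate Z-score above 3 for both tubulin-high and condensed-nucleus cell shares, with cell loss under 80%, at 10 µM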;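 also: anti alpha tubulin signal scored within the nucleus-defined area of each cell; some results filed as inactive read as strong as hits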
TNAP activators = human TNAP enzyme activators, primary screen, biochemical, luminescent, no phosphate acceptor, uHTS (AID 1001) | Alkaline phosphatase, tissue-nonspecific isozyme (Homo sapiens) | purified TNAP, luminescent activation assay, no phosphate acceptor; higher activation fold means a stronger effect | activation fold at 20 µM; hits with a dose series show EC50 in µM | 0.03% of 200,000 active; in the data active = activation fold from about 3, or a potency from the dose series; inactive = the rest, 99 in 100 with activation fold below about 1.6; also: many of its hits are not listed in these tables
bCat nuc transl = modulators of beta-catenin nuclear translocation, primary screen, imaging, HeLa cells, immunofluorescence, high-content; AID 1665, 2009; 0.3% of 190,000 active; nuclear translocation activity, % at 5 µM;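 active = nuclear translocation activity above 50% at 5 µM, with a well cell count of 50 or more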;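 also: per-cell ratio of nuclear to cytoplasmic median beta-catenin stain intensity; plate controls were DMSO negative control for no effect and GSK-3 inhibitor IX positive control for full effect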
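Test system: human HeLa cell line; Doses: 5 µM primary, 0.02–20 µM confirmation; Incubation: 24 h compound exposure, 37°C; Detection: beta-catenin immunofluorescence imaging with DAPI; Read-out: beta-catenin nuclear/cytoplasmic ratio, % activation.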
T cell HTS = modulators of CD8 T cell-vesicle binding, primary screen, mouse 2C CD8+ T cells, flow cytometry; 2C CD8+ T cell-vesicle binding; active compounds read low; calls only at 7 µM; 0.068% of 330,000 active;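 active = response, share of CD8 T cells binding vesicles, and their 90th percentile fluorescence all below set limits, cut at about 80% in these data, passing the limit was not always enough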
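Assay system: 2C TCR transgenic mouse naive CD8+ T cells, MACS-purified | Read-out: CD8+ gate FL2 mean fluorescence as % of same-row positive control | Signal: High-throughput flow cytometry with anti-B7-1 and anti-CD8 staining | Timing: Binding step 1.5 h, 37 °C, antibody labelling 20 min, ice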
Myeloid diff 2 = induction of myeloid progenitor differentiation, primary screen, cell-based, flow cytometry, MLPCN library. 1% of 360,000 active. ER-HoxA9 myeloid progenitors, lysozyme-GFP differentiation. calls only at 10 µM;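 active = normalized GFP-positive differentiation at or above the plate's own cutoff, the solvent-only control mean plus 3 SD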;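 also: cells exposed to compound for four days before flow analysis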
PMI inhibitors = inhibitors of human PMI, primary screen, biochemical, fluorescence intensity, coupled assay (AID 1209); Mannose-6-phosphate isomerase (Homo sapiens); purified PMI enzyme, coupled fluorescence intensity; higher % means a stronger effect; one-dose inhibition, % at 20 µM; IC50 in µM for titrated hits; 0.42% of 190,000 active; in the data active = inhibition above about 50%;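 also: plate controls were DMSO vehicle for no effect and wells lacking substrate for full effect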
Lipid droplet = inhibitors of hepatocyte lipid droplet formation, primary screen, imaging, high-throughput imaging, BODIPY stain | 0.4% of 240,000 active | inhibition, % at 6.5 µM | AID 1656, 2009 | AML12 mouse hepatocytes, oleate lipid droplets;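 active = lipid droplet intensity inhibited by at least 50%, with more than 500 cells counted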
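Assay system: AML12 mouse liver cells | Compound dosing: One dose, 6.5 µM compound | Read-out basis: Droplet intensity reduction, % inhibition | Measured by: Fluorescence imaging, 20x objective, two fields per well | Schedule: Overnight treatment with compound plus oleate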
Ins promoter up = insulin promoter activators in MIN6 cells, imaging, high-content screening, mouse beta cells. MIN6 insulin promoter-GFP reporter; active compounds read high. 0.3% of 190,000 active. z-score at 5 µM;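 active = z-score above 3 at 5 µM with at least 500 cells counted in the well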
Dynein transport cytoplasmic EGFP = recorded beside Dynein transport, whose call it bears; z-score; measured here: cytoplasmic GR-EGFP intensity; active compounds read high
Dynein transport nuclear GR-EGFP = recorded beside Dynein transport, whose call it bears; z-score; measured here: nuclear GR-EGFP intensity;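 lower value marks the stronger effect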
Dynein transport cell count = recorded beside Dynein transport, whose call it bears; z-score; measured here: cell count per field
Ins promoter up cell count = further read-out of Ins promoter up, marked with its call; cell count; measured here: cytotoxicity, nuclei count;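 total cells summed across four imaged fields per well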
Lipid droplet cells 6.5 µM = further read-out of Lipid droplet, marked with its call; cell count; measured here: cell count, cytotoxicity flag;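 cells counted across two imaged fields per well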
bCat nuc transl cell count 5 µM = recorded beside bCat nuc transl, whose call it bears; cell count; measured here: cell count, cytotoxicity flag
T cell HTS vesicle-bound % = further read-out of T cell HTS, marked with its call; double positive events, %; measured here: CD8+ vesicle-bound cell fraction;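 binding gate set so that unloaded-vesicle control wells show 10% double positive cells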
MT stabilizer Hoechst-high % = also measured in MT stabilizer; calls as there; % Hoechst-high responders; measured here: nuclear condensation Hoechst responders;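 share of cells brighter than vehicle mean plus two SD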
MT stabilizer cytotoxicity % = also measured in MT stabilizer; calls as there; toxicity, %; measured here: cytotoxicity by cell density;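 0% = mean cell density of plate MIN control wells and 100% = no cells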
Myeloid diff 2 GFP+ MAC1+ % = recorded beside Myeloid diff 2, whose call it bears; GFP+ MAC1+ double positive, %; measured here: differentiation confirmed by MAC1 staining
The depositor's hits bear a star; i = inactive; nt = not tested or not shown; + = active, no number.

Screens in order – Dynein transport	Dynein transport cytoplasmic EGFP	Dynein transport nuclear GR-EGFP	Dynein transport cell count	MT stabilizer	MT stabilizer Hoechst-high %	MT stabilizer cytotoxicity %	TNAP activators	bCat nuc transl	bCat nuc transl cell count 5 µM	T cell HTS	T cell HTS vesicle-bound %	Myeloid diff 2	Myeloid diff 2 GFP+ MAC1+ %	PMI inhibitors	Lipid droplet	Lipid droplet cells 6.5 µM	Ins promoter up	Ins promoter up cell count
- N#Cc1ccc(-c2ccc(OCC(=O)NCC(=O)Nc3ccc(F)c(F)c3F)cc2)cc1
  -0.088	-0.3	-0.49	0.24	3.1	2.8	0.5	1.1	0.4	934	i	44	i	0.7	9%	6	609	0.21	1332
- Cc1nc(SCC(=O)O)c(C#N)c(C)c1CC(=O)c1ccccc1
  -0.58	-0.22	-0.34	0.8	3.0	2.7	5.5	1.1	-0.9	1087	i	28	i	0.2	-43%	-6	737	1.7	1180
- CCN1C(=O)CC(c2ccco2)Sc2ccccc21 (stereo not drawn)
  0.93	-0.12	1.4	-1	4.7	2.7	3.7	1.1	0.0	1020	i	41	i	5.8	8%	10	689	0.9	1886
- C=CCN=C(NC#N)SCc1ccccc1
  -0.91	-0.19	0.14	0.68	2.0	1.7	9.0	1.1	-0.5	1353	i	36	i	1.2	-1%	nt	nt	-0.41	1714
- COc1cc(OC)c(C(=O)N2CCCC2)cc1OC
  -1.1	-0.23	-0.45	0.5	2.5	1.4	7.6	1.1	-0.8	1558	i	22	i	0.2	11%	2	688	-0.38	1605
- CCn1c(SCC(=O)N2CCN(c3ccccc3)CC2)nnc1-c1c[nH]c2ccccc12
  0.31	-0.076	0.43	-0.23	3.6	2.1	9.3	0.9	-2.8	1156	i	15	i	1.8	1%	-10	583	0.87	2227
- CC(=O)c1ccc(N2CCC(C)CC2)c(F)c1
  -0.14	-0.091	-0.37	0.13	3.5	3.0	9.4	1	3.2	1058	i	33	i	1.1	-6%	-10	709	0.16	1335
- COc1ccc(N2CCN(C3CC(=O)N(Cc4ccc(N5CCCC5=O)cc4)C3=O)CC2)cc1 (stereo not drawn)
  -0.13	-0.13	0.0074	-0.36	4.7	1.9	7.1	1.1	-0.7	1363	i	55	i	0.5	8%	nt	nt	0.2	1564
- COCc1nnc(NC(=O)CS(=O)(=O)Cc2ccccc2)s1
  0.25	-0.24	0.092	-0.11	2.8	2.0	5.3	1.1	-0.3	921	i	45	i	0.8	10%	7	692	-0.34	1345
- O/N=C/c1ccccc1Oc1ccccc1
  -0.11	-0.24	-0.4	0.37	1.2	1.8	8.0	1	1.9	986	i	43	i	1.4	16%	14	632	-0.6	1354
- CC(C)Oc1ccc(C2C(C(=O)c3ccco3)=C(O)C(=O)N2Cc2cccnc2)cc1 (stereo not drawn)
  -0.26	-0.16	0.071	0.057	5.7	1.6	5.6	1.1	-0.2	1023	i	47	i	0.8	11%	-2	737	0.14	1197
- COc1ccc(NC(=O)Nc2ccccn2)cc1OC
  0.3	-0.23	0.064	-0.015	nt	nt	nt	nt	0.6	1302	i	25	i	0.5	nt	4	690	-0.19	1159
- Cc1ccc(OCC(=O)N2CC3(C)CC2CC(C)(C)C3)cc1 (stereo not drawn)
  -0.76	-0.26	-0.87	0.29	2.9	1.4	4.9	1.1	-3.0	1216	i	14	i	1.3	1%	-25	745	-0.42	1235
- CSc1ccccc1NC(=O)c1ccccc1N(C)S(C)(=O)=O
  0.15	-0.14	0.083	-0.49	2.2	2.1	5.3	1.1	-2.3	1177	i	20	i	2.2	1%	-2	699	0.95	1257
- O=C(CN1c2ccccc2Sc2ccccc21)NNC(=O)Nc1ccc(Cl)c(Cl)c1
  -0.42	-0.0013	0.69	-0.63	nt	nt	nt	nt	0.6	1237	i	48	i	0.3	nt	24	673	0.02	1055
- CCOc1ccc(C(=O)Nc2cccc3nsnc23)cc1[N+](=O)[O-]
  -0.56	-0.36	-0.18	0.38	4.8	2.4	1.2	1.1	-0.9	1114	i	51	i	0.0	-13%	-4	660	-0.38	1325
- COCCNC(=O)C1=NOC(Cn2cc(C#N)c(=O)n(C)c2=O)C1 (stereo not drawn)
  -0.23	-0.36	-0.42	0.31	2.8	1.3	0.6	1.1	1.8	1071	i	41	i	1.0	0%	0	682	0.32	1221
- CN(C)S(=O)(=O)c1ccc(C(=O)Nc2cccc(S(=O)(=O)NC3=NCCC3)c2)cc1
  0.46	-0.24	0.17	-0.2	nt	nt	nt	nt	-2.6	1202	i	19	i	0.6	nt	-3	717	0.25	1372
- O=C(N/N=C/c1cccs1)c1cccc(NC(=O)c2ccc(Cl)cc2)c1
  -0.095	-0.21	-0.0068	0.21	2.6	2.1	3.3	1.6	0.3	1081	i	51	nt	nt	1%	-3	671	0.16	1470
- CCOC(=O)N1CCN(C(=O)CCS(=O)(=O)c2ccc(Br)s2)CC1
  0.66	-0.14	0.55	-0.72	4.5	1.7	3.6	1.2	-2.3	967	i	31	i	2.7	-6%	nt	nt	-1.4	1363
- COc1ccc(/C=N/N=C2/NC(=O)C(CC(=O)O)S2)cc1OS(=O)(=O)c1ccccc1 (stereo not drawn)
  -0.08	-0.22	0.49	0.55	4.2	1.3	6.1	1.1	-2.1	1002	i	42	i	0.4	5%	0	661	-0.51	1755
- COc1ccc(N2C(=O)C(F)(F)C2c2ccccc2F)cc1 (stereo not drawn)
  -0.71	-0.31	-0.28	0.97	2.1	2.6	8.7	1.1	-0.3	1085	nt	nt	i	0.4	16%	22	681	0.62	1315
- CN(C)CCCNC(=O)C(=O)NCC1CCCO1 (stereo not drawn)
  -0.48	-0.28	-0.29	0.98	2.1	1.6	8.8	1.1	-1.0	1141	i	29	i	0.5	-7%	5	778	0.31	1216
- Cc1ccc2nc(/C(C#N)=C\c3ccc(N4CCOCC4)o3)[nH]c2c1
  -6.6	5.2	-2.3	0.14	5.9	1.9	4.3	1.3	10	999	i	60	+	5.6*	26%	20	734	nt	nt
- O=C(NCc1ccco1)c1ccc(Cl)c(S(=O)(=O)N2CCOCC2)c1
  -0.58	-0.28	-0.68	0.97	3.9	1.7	3.0	1	nt	nt	i	55	i	0.5	-7%	6	780	nt	nt
- CCCCOc1cc(=O)[nH]c(=O)[nH]1
  -0.11	-0.24	0.26	0.84	2.3	1.4	1.2	1.1	-1.8	1146	i	23	i	0.5	0%	12	662	-0.08	1206

For reference, some entries already given.
Screens in order – Dynein transport	Dynein transport cytoplasmic EGFP	Dynein transport nuclear GR-EGFP	Dynein transport cell count	MT stabilizer	MT stabilizer Hoechst-high %	MT stabilizer cytotoxicity %	TNAP activators	bCat nuc transl	bCat nuc transl cell count 5 µM	T cell HTS	T cell HTS vesicle-bound %	Myeloid diff 2	Myeloid diff 2 GFP+ MAC1+ %	PMI inhibitors	Lipid droplet	Lipid droplet cells 6.5 µM	Ins promoter up	Ins promoter up cell count
- COc1ccc(N2C(=O)C(F)(F)C2c2ccccc2F)cc1 (stereo not drawn)
  -0.71	-0.31	-0.28	0.97	2.1	2.6	8.7	1.1	-0.3	1085	nt	nt	i	0.4	16%	22	681	0.62	1315
- CN(C)CCCNC(=O)C(=O)NCC1CCCO1 (stereo not drawn)
  -0.48	-0.28	-0.29	0.98	2.1	1.6	8.8	1.1	-1.0	1141	i	29	i	0.5	-7%	5	778	0.31	1216
- Cc1ccc2nc(/C(C#N)=C\c3ccc(N4CCOCC4)o3)[nH]c2c1
  -6.6	5.2	-2.3	0.14	5.9	1.9	4.3	1.3	10	999	i	60	+	5.6*	26%	20	734	nt	nt

Assay outcomes (PubChem BioAssay)
